BAZ2B block: BAZ2B (human) inhibition. AID 504333. Potency, µM (series often up to 114 µM), for the others: top-dose activity change, negative = inhibition, usual class: inhibitors. Q9UIF8. AlphaScreen BAZ2B-H3K14Ac peptide displacement. hit rate 4.4% among 360,000; note: potency is the fitted concentration of half-maximal effect; % is set by controls: 0 for no effect and ±100 for the full control effect; nearly all actives have a fitted effect of over 60% in size
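Compounds, titrated to a top concentration of 110 uM, were incubated 30 min at room temperature with preformed BAZ2B/acetyl-K14 H3 peptide complex (50 nM each). Proximity signal was measured by AlphaScreen after 20 min with beads.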
Tb PGK inh: inhibitors of T. brucei phosphoglycerate kinase. P07378. Potency, µM (titrated, usually from 57.5 µM), without a hit: at the top dose activity change, negative = inhibition, hits mostly inhibitors. PGK/GAPDH coupled, Kinase-Glo luminescence, 60 min. hit rate 0.043% among 380,000; note: potency is the fitted concentration of half-maximal effect; % is set by controls: 0 for no effect and ±100 for the full control effect; nearly all actives have a fitted effect of over 60% in size
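Recombinant glycosomal PGK reaction used 1,3-bisphosphoglycerate generated in-well by GAPDH (100nM final) in 100mM TEA pH 7.6, 5mM MgCl2, 0.01% Tween-20. After 60 minutes at room temperature, ATP was read by Kinase-Glo Plus luminescence end-point.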
Pin1 inhibitor: human Pin1 inhibition; hit rate 0.009% among 390,000; Pin1 FP peptide displacement, HiFluor488, 10 min; Potency, µM (top dose mostly 115 µM), for inactives: at the highest dose activity, negative = inhibition, most hits filed as inhibitors; active = well fitted inhibition curve with a large enough effect in the polarisation, with a control signal flat, not every such curve was filed as active; inconclusive = small, poorly fitted or top-dose-only effect, or effect the other way, or a change in a side signal; inactive = no such curve, though single readings can be large or run the other way; the % refers to the polarisation; note: potency is the fitted concentration of half-maximal effect; % is set by controls: 0 for no effect and ±100 for the full control effect
Target sequence (Q13526 whole entry, looked up): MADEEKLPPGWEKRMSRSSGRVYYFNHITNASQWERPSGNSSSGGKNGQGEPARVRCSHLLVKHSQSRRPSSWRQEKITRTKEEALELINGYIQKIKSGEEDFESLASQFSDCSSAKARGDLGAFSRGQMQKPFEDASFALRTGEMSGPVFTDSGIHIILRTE
PI4K2A inh: inhibitors of human PI4K2A | Q9BTU6 | purified PI4K2A, ADP-Glo luminescence, 1 h; hits give low values | activity change, negative = inhibition, % at 76.9 µM | hit rate 0.13% among 420,000; in the data active = activity change below about -50%; inconclusive = mostly about -30% to -49%;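 note: -100% = wells without enzyme as full effect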
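Compounds are screened against recombinant PI4K2A using PI as substrate and ATP, the latter dispensed at 300 microM. Reactions run one hour at ambient temperature before ADP-Glo detection; full inhibition defined by wells lacking enzyme.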
HP1b chromo inh: blocks HP1-beta chromodomain binding to methylated histone tails | P83916 | hit rate 0.56% among 390,000 | Potency, µM (doses to about 114 µM), inactives show top-dose activity change, negative = inhibition, usual class: inhibitors | AlphaScreen HP1-beta / biotin-H3K9me3 peptide binding; note: potency is the fitted concentration of half-maximal effect; nearly all actives have a fitted effect of over 70% in size; inactives centre near 23
Target sequence (P83916 whole entry, looked up): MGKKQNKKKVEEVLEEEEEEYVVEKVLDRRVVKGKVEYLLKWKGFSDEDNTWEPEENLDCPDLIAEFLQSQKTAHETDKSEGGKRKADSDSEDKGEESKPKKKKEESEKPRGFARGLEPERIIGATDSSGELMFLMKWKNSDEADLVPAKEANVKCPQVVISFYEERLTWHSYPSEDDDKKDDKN
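HP1-beta protein (50 nM final) preincubated 30 min at room temperature with biotinylated H3(1-18)K9me3 peptide (50 nM) in PBS pH 7.4, 0.01% Tween-20, then compound added for 30 min. AlphaScreen streptavidin donor/nickel chelate acceptor beads (10 ug/mL final), 30 min dark, luminescence read.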
JMJD2A Tudor inh: inhibitors of human JMJD2A Tudor domain. O75164. AlphaScreen JMJD2A-Tudor / H3K4me3 peptide binding. Potency, µM (titrated, usually from 114 µM), without a hit: at the highest dose activity change, negative = inhibition, most hits filed as inhibitors. hit rate 4.4% among 390,000. AID 504339; note: potency is the fitted concentration of half-maximal effect; % is set by controls: 0 for no effect and ±100 for the full control effect; nearly all actives have a fitted effect of over 50% in size
GLS inh: inhibitors of human glutaminase (GLS); O94925; GLS enzymatic activity, qHTS titration; Potency, µM (highest dose often 45.5 µM), inactives show at the top dose activity change, negative = inhibition, usual class: inhibitors; hit rate 0.21% among 410,000; AID 624170; note: potency is the fitted concentration of half-maximal effect; % is set by controls: 0 for no effect and ±100 for the full control effect
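Glutamate formation by hKGA was monitored fluorometrically using coupled glutamate oxidase, HRP and Amplex Red. Substrate was added as 1 mM L-glutamine solution; incubation was 30 min at RT after an initial read.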
ERG-DNA inh: blocks human ERG Ets domain binding to DNA; P11308; Potency, µM (titrated, usually from 76.9 µM), inactives show at the highest dose FP activity, negative = inhibition, most hits filed as inhibitors; AID 624246; fluorescence polarization, His-ERG Ets domain / labelled DNA; hit rate 0.028% among 370,000; active = well fitted inhibition curve with a large enough effect in the polarisation, with a control signal flat; inconclusive = small, poorly fitted or top-dose-only effect, or effect the other way, or a change in a side signal; inactive = no such curve, though single readings can be large or run the other way; the % refers to the polarisation;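 note: polarization taken with two DNA probes labelled with fluorescein and Texas red; potency is the fitted concentration of half-maximal effect; % of control where 0% means no effect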
Target sequence (P11308 whole entry, looked up, the tested form may be a part): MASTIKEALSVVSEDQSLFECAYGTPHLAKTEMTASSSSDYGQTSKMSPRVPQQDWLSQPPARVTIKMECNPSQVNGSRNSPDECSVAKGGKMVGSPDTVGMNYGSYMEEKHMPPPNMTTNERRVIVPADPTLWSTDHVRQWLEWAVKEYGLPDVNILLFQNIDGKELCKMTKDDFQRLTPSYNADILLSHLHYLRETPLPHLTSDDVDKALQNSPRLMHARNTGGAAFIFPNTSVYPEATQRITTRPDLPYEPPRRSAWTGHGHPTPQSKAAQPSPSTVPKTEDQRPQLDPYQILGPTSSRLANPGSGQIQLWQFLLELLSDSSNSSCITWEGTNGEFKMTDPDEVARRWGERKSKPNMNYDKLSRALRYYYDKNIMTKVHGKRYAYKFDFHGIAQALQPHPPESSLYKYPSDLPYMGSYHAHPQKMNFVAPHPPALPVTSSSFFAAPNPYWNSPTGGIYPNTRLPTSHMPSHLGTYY
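His-tagged ERG Ets domain (1 uM in the protein solution; 300mM KCl, 50mM Tris-HCl, 1mM EDTA, 1mM DTT, pH 7.5) received compound, then a probe mix of 5 nM fluorescein-DNA and 100nM Texas-615-DNA. Fluorescence polarization was read for both dyes.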
G9a block: inhibitors of human histone lysine methyltransferase G9a. Q96KQ7. G9a H3K9 monomethylation, AlphaScreen, 2 h. Potency, µM (top dose mostly 102 µM), inactives show at the top dose activity, negative = inhibition, actives largely listed as inhibitors. hit rate 8.8% among 350,000; note: potency is the fitted concentration of half-maximal effect; % is set by controls: 0 for no effect and ±100 for the full control effect; nearly all actives have a fitted effect of over 75% in size
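AlphaScreen detection with an anti-monomethyl H3K9 antibody quantified product after a 2 h room-temperature reaction containing 500 nM biotinylated H3K9 peptide, 20 µM SAM and 20 nM enzyme, which had been preincubated 15 min with compound.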
* marks the source's active call; other numbers are inactive results; i = inactive; ? = inconclusive; nt = no result given; [ ] = dose if it differs, or a comment. Unless noted, calls come from the whole dose curve; as a rule, active = well fitted curve in the direction sought with a large enough effect; inconclusive = small, poorly fitted or top-dose-only effect, or another doubt; inactive = no such curve, though single readings can be large; an effect the other way counts as inactive or inconclusive.

Order of values: BAZ2B block	Tb PGK inh	Pin1 inhibitor	PI4K2A inh	HP1b chromo inh	JMJD2A Tudor inh	GLS inh	ERG-DNA inh	G9a block
[1] CC12CCC(=O)N1C(C(=O)Nc1nc3ccc(Cl)cc3s1)CS2 (centres undefined)
  -33.0%	-2.2%	3.6%	-2.2	8.1%	?	-0.6%	-4.6%	44.7µM*
[2] CCN(c1ccccc1)S(=O)(=O)c1cc(OC)ccc1OC
  5.6%	-4.6%	1.3%	1.8	27.9%	-6.6%	-6.5%	-20.0%	12.0%[2.33 µM]
[3] COC(=O)COc1ccc(C2NC(=O)NC(C)=C2C(=O)NCc2ccccc2)cc1OC (centres undefined)
  -2.7%	i	-0.7%	1.6	39.6%[activator]	7.0%	-11.8%	-9.6%	-5.3%
[4] O=C(c1ccc2nc[nH]c2c1)N1CCN(S(=O)(=O)c2cccc(F)c2)CC1
  -0.6%	-7.3%	6.4%	-10.8	5.7%	-31.0%	4.8%	-1.9%	6.5%[0.501 µM]
[5] COc1ccc(NC(c2ccc(F)cc2)c2nnc(-c3ccccc3Cl)o2)cc1Cl (centres undefined)
  ?	6.9%	1.9%	1.2	2.5%	-30.5%	-3.3%	-1.1%	?
[6] COc1ccc(C2C=C(c3ccccc3)Nc3nc(NC(=O)/C=C/c4ccc(Cl)cc4)nn32)cc1 (centres undefined)
  -1.5%	-4.3%	-13.5%	-1.1	35.4%	5.6%	-14.7%	-2.5%	?
[7] CCOc1ccccc1OCCn1nc2ccccc2n1
  ?	-9.8%	-0.1%	0.8	41.3%[activator]	-4.1%	-13.5%	-4.8%	21.1%
[8] Cc1ccnc(NC(=O)CCc2c[nH]c3ccccc23)c1
  ?	-4.6%	-14.2%	-1.5	6.4%	?	24.6%	16.9%	17.5%
[9] Cc1cc(C)c(CN2CCCC(CNC(=O)c3ccc(F)cc3)C2)c(-n2cccn2)c1 (centres undefined)
  -0.7%	-9.0%	3.2%	3.8	40.1%[activator]	-4.1%	2.3%	5.9%	nt
[10] CC(NC(=O)NCc1cccnc1)(C(F)(F)F)C(F)(F)F
  0.7%	-0.6%	-0.7%	3.8	46.1%[activator]	-8.7%	-8.1%	-11.2%	11.5%
[11] CC(C)(CC(=O)O)CC(=O)NCc1c(Cl)cccc1Oc1ccccc1
  -1.0%	i	-2.5%	-8.0	18.3%	-6.1%	0.6%	-3.0%	nt
[12] Cc1cc(C(=O)COC(=O)c2cc(O)c3ccccc3c2O)c(C)n1CC1CCCO1 (centres undefined)
  50.1µM*	-3.7%	?	-12.3	28.2µM*	31.6µM*	?	-2.7%	10µM*
[13] Nc1cccc2cc(-c3ccccc3)oc12
  -38.3%	3.0%	-13.0%	-4.1	-4.8%	-20.6%	-13.3%	-2.8%	-6.9%[12.7 µM]
[14] CCSc1nc2cc(OC)c(OC)cc2c(=O)n1CC
  -2.0%	i	?	3.6	42.2%	-6.8%	-1.2%	9.2%	6.0%[12.7 µM]
[15] CCCCCCOc1ccc(N2C(=O)CC(SCCN)C2=O)cc1 (centres undefined)
  -31.4%	4.1%	-5.4%	-0.5	54.1%[activator]	-21.2%	0.9%	-3.8%	?
[16] Cc1ccc(C)c(S(=O)(=O)N2CCN(c3nc(CN4CCOCC4)nc4sc(C)c(C)c34)CC2)c1
  ?	-5.3%	24.6%	-4.2	-4.8%	?	-2.3%	-1.3%	22.6%[12.7 µM]
[17] COc1ccc(-c2cc(C(=O)N/N=C(\C)c3ccco3)c3ccccc3n2)c(OC)c1
  -20.8%	-7.5%	4.3%	-2.1	36.7%	-15.9%	0.0%	23.5%	4.0%
[18] C=COC(=O)CSc1nc(-c2cccs2)ccc1C#N
  77.3%[activator]	-2.0%	23.4%	0.6	90.7%[activator]	62.2%[activator]	-6.9%	-1.6%	18.2%
[19] CC1Cc2ccccc2N1C(=O)C1CCN(S(=O)(=O)c2cccs2)CC1 (centres undefined)
  -14.4%	3.0%	-4.4%	-3.0	35.4%	-15.2%	2.3%	nt	-3.4%[12.7 µM]
[20] O=C(NCc1ccccc1)c1onc(CSc2ccc(F)cc2)c1C(=O)NCc1ccccc1
  nt	2.1%	12.0%	-0.2	61.7%[activator]	2.9%	3.2%	-8.3%	nt
[21] CCOC(=O)CNC(=S)NN(C)C
  -12.3%	8.5%	0.8%	2.4	35.8%	2.1%	1.6%	-8.7%	?
[22] CCOc1ccc(NC(=O)CCCc2nc(-c3cccc(OC)c3)no2)cc1
  0.3%	-1.1%	2.0%	-3.4	27.2%	-6.2%	-2.9%	-2.0%	-4.2%[59 µM]
[23] CC1(C)CC(=O)C(CC2=C(O)CC(C)(C)CC2=O)C(=O)C1
  9.7%	6.0%	-11.0%	-2.7	33.8%	-31.1%	27.4%	-13.4%	?
[24] COc1ccc(CCNC(=O)Cn2nc(C)c3c(C)n(-c4ccc(C)cc4)nc3c2=O)c(OC)c1
  50.1µM*	-19.5%	165.1%[activator]	-13.1	10.8%	?	-5.8%	-2.9%	?
[25] COc1ccccc1OCCCn1cc(C#N)c2ccccc21
  41.3%[activator]	i	3.8%	8.9	84.3%[activator]	29.7%	-2.0%	11.0%	29.8%[59 µM]
[26] CCN(CC)c1ccc(/C=N/Nc2cccc(C)c2)c(O)c1
  50.1µM*	-12.0%	0.5%	-3.5	17.8µM*	39.8µM*	21.6%	-10.6%	1.41µM*
[27] O=C1CN(c2ccc(Cl)cc2)C(=O)CN1NC(=S)Nc1ccc(Cl)cc1
  -1.1%	-2.2%	-1.7%	6.3	24.0%	-5.1%	7.8%	3.8%	-30.5%
[28] CCC(=O)N(Cc1cc2ccc(C)cc2[nH]c1=O)c1ccccc1OC
  5.9%	-11.2%	-1.6%	1.4	21.0%	-14.6%	-5.1%	-8.3%	nt
[29] COc1ccc(NC(=O)C2CCCN(S(=O)(=O)c3ccc(Cl)cc3)C2)cc1 (centres undefined)
  3.9%	-8.9%	-7.4%	-2.3	12.0%	-12.9%	6.4%	-1.5%	1.4%[59 µM]
[30] COc1ccc(C(=O)N2CCN(c3ncccn3)CC2)cc1
  3.6%	0.5%	0.6%	-1.1	23.0%	-17.8%	10.9%	-2.6%	12.5%
[31] O=C(OCn1nnc2ccccc2c1=O)c1cccnc1Cl
  5.1%	i	-6.4%	-3.4	27.0%	0.6%	2.2%	-1.2%	24.2%[59 µM]
[32] CCCCN1CCCCC1C(=O)Nc1c(C)cc(C)cc1C (centres undefined)
  4.0%	1.7%	-12.9%	-4.6	27.9%	-16.2%	9.6%	0.4%	?
[33] COC(=O)c1ccc(S(=O)(=O)NCc2cccc(OC)c2)n1C
  -2.9%	-3.3%	0.5%	-6.7	-11.3%	-29.9%[57.1 µM]	-0.4%	-2.0%	-13.0%
[34] CSCCC(=O)Nc1nc(-c2ccccn2)cs1
  20µM*	-5.7%	-10.4%	0.7	8.5%	89.1µM*	0.6%	-12.0%	8.91µM*
[35] COC(=O)c1sccc1NC(=O)c1ccccc1
  68.2%[activator]	-4.4%	4.7%	1.7	66.8%[activator]	42.0%[activator]	-0.1%	12.2%	82.8%[activator]
[36] CC1CCN(S(=O)(=O)c2cccc(S(=O)(=O)N3CCCC3)c2)CC1
  -7.2%	4.8%	-0.8%	-1.4	10.5%	-4.1%	14.0%	-12.4%	26.2%
[37] Cc1cccc(-n2c(N)cc(=O)nc2SCC(=O)Nc2cc(C)on2)c1
  29.6%	4.3%	4.5%	-3.9	57.1%[activator]	-13.7%[11.4 µM]	-6.2%	8.8%	-1.4%
[38] Cc1ccc(-n2ncc3c2CC(C)(C)CC3NC(=O)CCCN2CCCC2=O)cc1 (centres undefined)
  3.1%	-2.4%	-2.0%	1.2	32.9%	-6.9%	-1.7%	-1.9%	46.8%
[39] O=[N+]([O-])c1cccc2ccc(/C=C/c3cccc(Br)c3)nc12
  ?	4.2%	8.5%	2.6	-13.5%	?	-13.1%	-0.3%	?
[40] O=[N+]([O-])c1cc(S(=O)(=O)N2CCCC2)ccc1NCCCN1CCOCC1
  -19.6%	-0.9%	-1.0%	33.5	14.3%	-11.0%	0.0%	0.3%	?
[41] Cc1nnc2c3ccccc3nc(N3CCN(c4ccccc4)CC3)n12
  0.0%	-4.0%	4.4%	1.1	24.1%	-5.8%	2.2%	-0.3%	-1.1%[59 µM]
[42] Cc1cc(Br)ccc1NC(=O)c1sc2ncn(CC(=O)N3CCN(c4ccccn4)CC3)c(=O)c2c1C
  0.1%	9.1%	24.0%	-2.5	13.7%	6.5%	-7.1%	6.7%	-5.6%

Whole records as entered above. Order of values: BAZ2B block | Tb PGK inh | Pin1 inhibitor | PI4K2A inh | HP1b chromo inh | JMJD2A Tudor inh | GLS inh | ERG-DNA inh | G9a block
Profile of `COC(=O)c1ccc(S(=O)(=O)NCc2cccc(OC)c2)n1C` = -2.9% | -3.3% | 0.5% | -6.7 | -11.3% | -29.9%[57.1 µM] | -0.4% | -2.0% | -13.0%
Profile of `CCOC(=O)CNC(=S)NN(C)C` = -12.3% | 8.5% | 0.8% | 2.4 | 35.8% | 2.1% | 1.6% | -8.7% | ?

Screens deposited in PubChem by National Center for Advancing Translational Sciences (NCATS).
